TrxR1 substrate – is turned over as a substrate by rat TrxR1; purified TrxR1 substrate turnover, NADPH consumption readout; O89049; actives 0.01% (n = 390,000); Potency, µM (titrated, usually from 114 µM), inactives show top-dose activity change, negative = substrate turnover; also: potency is read from the fitted curve at half-maximal effect; % is scaled to controls: 0 for no effect and ±100 for the full control effect; nearly all actives have a fitted effect of over 50% in size
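Rat TrxR1, dispensed at 90 nM, was prereduced with 400 uM NADPH (final) for 5 min at ~22 deg C, then incubated with compound 15 min before 400 uM selenite. A first-read NADPH fluorescence drop versus no-compound background flagged substrates.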
mIDH1 inhibitor – blocks human mutant IDH1 R132H enzyme | IDH1-R132H enzyme, NADPH consumption, diaphorase/resazurin fluorescence | Potency, µM (doses to about 76.6 µM), inactives show at the top dose activity change, negative = inhibition, most hits filed as inhibitors | actives 0.093% (n = 390,000); also: potency is read from the fitted curve at half-maximal effect; % is scaled to controls: 0 for no effect and ±100 for the full control effect; nearly all actives have a fitted effect of over 65% in size
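IDH1-R132H (0.5 ug/mL dispensed) in pH 7.5 Tris buffer was preincubated 30 min with compound, then given a substrate mix of 0.016 mM NADPH and 2 mM alpha-KG for 80 min at room temperature; remaining NADPH was read by diaphorase/resazurin fluorescence.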
rTrxR1 inhibitor – blocks rat thioredoxin reductase 1; AID 588453; O89049; recombinant rTrxR1, NADPH fluorescence consumption, selenite substrate; Potency, µM (series often up to 114 µM), for the others: top-dose activity change, negative = inhibition, actives largely listed as inhibitors; actives 1% (n = 390,000); also: potency is read from the fitted curve at half-maximal effect; % is scaled to controls: 0 for no effect and ±100 for the full control effect; nearly all actives have a fitted effect of over 65% in size
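Rat TrxR1 (90 nM in the dispensed reagent) was pre-reduced with 400 uM NADPH for 5 min at room temperature, then incubated with compound for 15 min. After 400 uM selenite was added, NADPH fluorescence (Ex 340/Em 450 nm) was followed for 8 min.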
TRHR PAM – allosteric enhancers of human TRH receptor. AID 493056. TRHR cells, fluo-8 calcium fluorescence, EC20 TRH enhancement. enhancement, % at 2 µM. P34981. actives 0.66% (n = 360,000); in the data active = enhancement above about 30%; also: 0% is about no effect
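Enhancer read-out: after compound pinning and an initial kinetic agonist-mode read, an EC20 of TRH (10 nM final) was injected and fluo-8 calcium signal (Ex 480/Em 530) followed at 1 s/cycle for 100 cycles in TRHR-expressing cells.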
USP1 inh – USP1/UAF1 (human) deubiquitinase inhibition | Potency, µM (series often up to 57.1 µM), for inactives: at the highest dose activity change, negative = inhibition, usual class: inhibitors | AID 743255 | actives 0.23% (n = 390,000) | recombinant USP1/UAF1, Ub-Rhodamine cleavage fluorescence; also: potency is read from the fitted curve at half-maximal effect; % is scaled to controls: 0 for no effect and ±100 for the full control effect; nearly all actives have a fitted effect of over 60% in size; inactives centre near -12
Target sequence (O94782 whole entry, looked up): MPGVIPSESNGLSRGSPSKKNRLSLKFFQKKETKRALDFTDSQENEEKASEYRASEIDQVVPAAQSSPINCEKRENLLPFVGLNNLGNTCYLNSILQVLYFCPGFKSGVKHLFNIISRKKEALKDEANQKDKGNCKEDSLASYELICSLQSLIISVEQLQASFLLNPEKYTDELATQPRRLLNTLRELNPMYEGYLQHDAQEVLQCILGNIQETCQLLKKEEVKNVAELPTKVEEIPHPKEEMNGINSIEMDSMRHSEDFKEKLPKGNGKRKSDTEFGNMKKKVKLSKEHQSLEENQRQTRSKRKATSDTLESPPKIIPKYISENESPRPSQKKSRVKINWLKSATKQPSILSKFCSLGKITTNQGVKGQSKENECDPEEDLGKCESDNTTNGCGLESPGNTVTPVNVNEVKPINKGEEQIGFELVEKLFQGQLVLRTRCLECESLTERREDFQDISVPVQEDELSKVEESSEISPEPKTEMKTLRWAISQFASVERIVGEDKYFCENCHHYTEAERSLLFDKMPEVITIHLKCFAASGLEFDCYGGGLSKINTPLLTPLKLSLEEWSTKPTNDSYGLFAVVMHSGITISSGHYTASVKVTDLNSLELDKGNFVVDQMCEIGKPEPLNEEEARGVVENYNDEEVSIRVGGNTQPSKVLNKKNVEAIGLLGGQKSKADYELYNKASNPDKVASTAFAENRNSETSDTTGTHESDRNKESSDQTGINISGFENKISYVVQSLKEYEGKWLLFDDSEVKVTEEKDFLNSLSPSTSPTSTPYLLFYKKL
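USP1/UAF1 complex (1 nM) preincubated 15 min at room temperature with compound, then Ub-Rho substrate (150 nM final) added. Kinetic fluorescence at 480/540 nm over 6 reads at 60 s intervals; 50 mM HEPES pH 7.8, 0.5 mM EDTA, 0.1 mg/ml BSA, 1 mM TCEP, 0.01% Tween-20.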
D2 agonist – activates the human D2 dopamine receptor; actives 0.53% (n = 340,000); activation, % at 2 µM; HEK293 T-REx D2 cells, calcium flux agonist mode; P14416;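 active = activation over 3 SD above normal in the single-dose calcium agonist read, cut at about 30% in these data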; also: 0% is about no effect
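In this primary screen, compounds producing a positive calcium signal within 180 s of addition to tetracycline-induced, force-coupled HEK293 Trex D2 cells are flagged; cells are dye-loaded with a no-wash calcium kit beforehand.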
D2 antag – antagonists of human D2 dopamine receptor; AID 485344; actives 2% (n = 340,000); HEK293 TREx D2 cells, calcium flux, dopamine EC80; P14416; inhibition, % at 10 µM; in the data active = inhibition above about 30%; also: 0% is about no effect
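Dopamine at EC80 is the agonist stimulus; test compounds precede it by 180 s. Calcium flux read kinetically in a force-coupled, inducible HEK293 T-REx D2 cell line.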
Pin1 inh – human Pin1 inhibition. Q13526. Potency, µM (highest dose often 115 µM), inactives show at the top dose activity, negative = inhibition, actives largely listed as inhibitors. actives 0.009% (n = 390,000). Pin1 FP peptide displacement, HiFluor488, 10 min; active = well fitted inhibition curve with a large enough effect in the polarisation, with a control signal flat, not every such curve was filed as active; inconclusive = small, poorly fitted or top-dose-only effect, or effect the other way, or a change in a side signal; inactive = no such curve, though single readings can be large or run the other way; the % refers to the polarisation; also: potency is read from the fitted curve at half-maximal effect; % is scaled to controls: 0 for no effect and ±100 for the full control effect
Target sequence (Q13526 whole entry, looked up): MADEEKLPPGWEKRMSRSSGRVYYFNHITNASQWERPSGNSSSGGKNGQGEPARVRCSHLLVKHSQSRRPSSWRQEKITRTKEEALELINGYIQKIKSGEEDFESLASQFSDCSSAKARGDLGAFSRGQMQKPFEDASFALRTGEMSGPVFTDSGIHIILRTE
TRHR agonist – TRH receptor (human) agonism; P34981; TRHR cells, calcium flux fluo-8, FDSS agonist mode; activation, % at 2 µM; actives 0.18% (n = 360,000); in the data active = activation above about 30%; also: 0% is about no effect
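Read-out: compound-evoked intracellular calcium rise in TRHR cells, fluo-8 dye, kinetic FDSS fluorescence at 1 s/cycle following a 10-cycle baseline. Cells cultured overnight before dye loading (30 min–1.5 h, RT).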
* = called active by the depositor; ? = inconclusive; · = not tested or not shown; & = joins results of further samples; [ ] = remark or other dose. Unless noted, calls follow the shape of the dose curve; as a rule, active = well fitted inhibition curve with a large enough effect; inconclusive = small, poorly fitted or top-dose-only effect; inactive = no such curve, though single readings can be large or run the other way. This is a subset (hit frequency here may not be typical).

SMILES	TrxR1 substrate	mIDH1 inhibitor	rTrxR1 inhibitor	TRHR PAM	USP1 inh	D2 agonist	D2 antag	Pin1 inh	TRHR agonist
COC(=O)CN(C(=S)Nc1ccc(Cl)cc1)C1CC(=O)N(c2ccc(OC)cc2)C1=O (configuration not stated)	-7%	-4%	16%	-3	-13%	-0.5	-29	-2%	1.0
COc1ccccc1NC(=O)CN1CCN(Cc2ccccc2)CC1	5%[57.1 µM]	5%	-4%[57.1 µM]	-13	-12%	-0.5	19	-2%	-1.5
O=C(CN1C(=O)C2CC=C(Cl)CC2C1=O)NCc1ccccc1 (configuration not stated)	1%[57.1 µM]	-1%	5%[57.1 µM]	4	-14%	0.2	17	?	1.2
Cc1cc(C)cc(NC(=O)CN2C(=O)c3ccccc3Sc3ncccc32)c1	-1%	-5%	17%	6	-8%	0.3	·	-3%	0.3
COc1cccc(NC(=O)c2cnc(SCC(=O)N3CCOCC3)n(C)c2=O)c1	-6%[57.1 µM]	1%	-19%[57.1 µM]	3	1%	0.6	·	-8%	0.6
CCOC(=O)N1CCC(Nc2c(NCCCOC)c(=O)c2=O)CC1	1%	4%	5%[57.1 µM]	0	-9%	0.5	-31	-1%	0.5
CC1(C)CC(NC(=O)COc2ccc(Br)cc2Cl)CC(C)(C)N1	1%	11%	5%	2	-24%	0.4	-3	-2%	1.1
O=S(=O)(c1ccc(-c2ccccc2)cc1)N1CCOCC1	9%&-1%	9%	18%&-4%	1	-3%	0.1	9	-3%&-6%	-0.3
CCN(CC(=O)Nc1ccccc1C(F)(F)F)C(=O)c1ccc(=O)n(Cc2ccccc2)n1	-5%	5%	1%	-5	-12%	-0.1	12	8%	-0.2
COc1cc(Cl)c(C)cc1NC(=O)COC(=O)c1cnc(C)cn1	-2%	3%	-5%	-3	-8%	-1.2	-8	0%	0.1
COc1ccccc1NS(=O)(=O)c1cccc(C(=O)NCc2ccncc2)c1	-2%	5%	5%	6	-4%	0.3	-9	3%	0.1
COc1cccc(NC(=O)Cn2cc(S(=O)(=O)N3CCCC3)c(S(=O)(=O)N3CCCC3)c2)c1	-5%	0%	1%	5	6%	-1.7	·	-7%	-0.2
Cc1ccc(-c2ccc(=O)n(CC(=O)Nc3ccc4c(c3)OCCO4)n2)cc1	-1%	-15%	17%	-7	-20%	-0.6	3	4%	-1.3
COc1ccc(N(C(=O)c2ccco2)C(C(=O)NC2CCCC2)c2ccc(OC)c(OC)c2)cc1 (configuration not stated)	9%	1%	14%	2	-17%	1.4	-5	-6%	-0.5
COc1ccc2cc(C(=O)C3CCCN(Cc4cnc(C)s4)C3)ccc2c1 (configuration not stated)	97%	0%	11%[57.1 µM]	-7	-18%	0.5	-1	-6%	1.5
O=[N+]([O-])c1cccc(/C=N/Nc2ccccn2)c1	-3%	-11%	3%	1	-4%	2.9	30	-1%	-0.4
C=CCC[C@H](Cc1ccc(F)cc1)C(=O)OC[C@@H](NC(=O)[C@@H](CC=C)CC(=O)N[C@@H](CO)Cc1ccccc1)C(C)(C)C	-13%[57.1 µM]	15%	10%[57.1 µM]	·	-33%	·	·	-7%	·
Cc1sc2nc(SCC(=O)N3CCN(CCO)CC3)n(-c3ccccc3)c(=O)c2c1C	0%	-2%	-9%	1	-19%	-1.2	10	1%	-0.8
O=C(Nc1ccc(S(=O)(=O)Nc2cnc3ccccc3n2)cc1)c1cccc(OC(F)F)c1	8%[57.1 µM]	-9%	23%[57.1 µM]	1	-4%	-0.4	-6	-2%	0.1
CCN(c1ccccc1)S(=O)(=O)c1cccc(C(=O)N(C)CC(=O)Nc2ccc(F)c(F)c2F)c1	4%	13%	24%	·	-26%	·	·	-2%	·
COc1cccc(CNC(=O)c2ccc(-c3nc(COc4ccccc4)c(C)o3)cc2)c1	18%	0%	28%	-1	-29%	2.4	·	5%	2.0
CN(CC(=O)Nc1ccc(Cl)c(Cl)c1)C(=O)/C=C/c1ccc(F)cc1	-3%	5%	5%	-2	3%	-1.7	8	-2%	0.2
CCC(=O)NC(=S)Nc1cccc(Cl)c1N1CCCCC1	9%	2%	17%	-7	-16%	-1.5	-4	-2%	0.5
CCC(COC)Oc1cc(NCc2ccccc2)c2ncn(C(C)C)c2c1 (configuration not stated)	-19%	27%	?	-1	13µM*	-0.3	-5	4%	-0.2
Cc1cccc(N2CCN(C(=O)CN3C(=O)NC(C)(C)C3=O)CC2)c1C	1%	-4%	17%	-2	-16%	0.2	-5	7%	-0.2

With a hit mark in USP1 inh (from the list above):
SMILES	TrxR1 substrate	mIDH1 inhibitor	rTrxR1 inhibitor	TRHR PAM	USP1 inh	D2 antag	Pin1 inh	TRHR agonist
CCC(COC)Oc1cc(NCc2ccccc2)c2ncn(C(C)C)c2c1 (configuration not stated)	-19%	27%	?	-1	13µM*	-5	4%	-0.2

Copied from the list:
mIDH1 inhibitor result of O=S(=O)(c1ccc(-c2ccccc2)cc1)N1CCOCC1 stands at 9%
TrxR1 substrate result of COc1ccccc1NC(=O)CN1CCN(Cc2ccccc2)CC1 stands at 5%[57.1 µM]
mIDH1 inhibitor result of CCN(CC(=O)Nc1ccccc1C(F)(F)F)C(=O)c1ccc(=O)n(Cc2ccccc2)n1 stands at 5%
mIDH1 inhibitor result of CCC(COC)Oc1cc(NCc2ccccc2)c2ncn(C(C)C)c2c1 (configuration not stated) stands at 27%

Back to the main list, repeating the three entries before the break.
SMILES	TrxR1 substrate	mIDH1 inhibitor	rTrxR1 inhibitor	TRHR PAM	USP1 inh	D2 agonist	D2 antag	Pin1 inh	TRHR agonist
CCC(=O)NC(=S)Nc1cccc(Cl)c1N1CCCCC1	9%	2%	17%	-7	-16%	-1.5	-4	-2%	0.5
CCC(COC)Oc1cc(NCc2ccccc2)c2ncn(C(C)C)c2c1 (configuration not stated)	-19%	27%	?	-1	13µM*	-0.3	-5	4%	-0.2
Cc1cccc(N2CCN(C(=O)CN3C(=O)NC(C)(C)C3=O)CC2)c1C	1%	-4%	17%	-2	-16%	0.2	-5	7%	-0.2
O=C(CN(Cc1ccco1)C(=O)CCC(=O)Nc1ccccn1)NCc1ccccc1	-4%[57.1 µM]	-5%	-11%[57.1 µM]	-4	3%	7.8	2	0%	-0.1
COc1ccccc1-n1cnc2c(c1=O)c1nc3ccccc3nc1n2-c1ccc(C)cc1	4%	-7%	15%	3	-28%	-1.6	-24	-2%	-1.2
O=C1NC(=S)N/C1=C\c1ccc(Oc2ccc(C(F)(F)F)cc2[N+](=O)[O-])c(Cl)c1	1%	3%	14%	-1	-22%	1.6	2	8%	0.4
Cc1cc(C)cc(-n2nnc(C(=O)NCc3ccc4c(c3)OCO4)c2N)c1	-4%	3%	6%	19	-21%	0.0	13	84%[activator]	0.4
COc1ccc2c(c1)C(=NNc1ccc(C(=O)O)cc1)c1cc(OC)ccc1-2	3%[57.1 µM]	4%	16%[2.29 µM]	4	?	·	·	?	-1.0
CNC[C@H]1Oc2c(NC(=O)C3CC3)cccc2C(=O)N([C@H](C)CO)C[C@@H]1C	4%	9%	?	·	-30%	·	·	-2%	·
CCC(=O)Nc1ccccc1-c1nc2ccccc2n(CC(=O)c2ccc(C)c(C)c2)c1=O	5%	-23%	26%	6	-6%	0.4	·	-4%	0.3
COc1ccc2c(c1)O/C(=C\c1ccccc1O)C2=O	1%	-7%	15%	·	-21%	·	·	19%	·
COc1ccc(C(=O)Nc2cc(C(C)=O)c(C)oc2=O)cc1	-3%	0%	-12%	1	-27%	0.6	-5	1%	0.0
c1ccc2oc(SCc3cn4ccsc4n3)nc2c1	-9%	4%	13%[57.1 µM]	3	-4%	-0.1	16	1%	-0.1
Cc1c(NC(=S)SCc2ccccc2)c(=O)n(-c2ccccc2)n1C	0%[57.1 µM]	8%	12%[57.1 µM]	3	-13%	1.7	23	-7%	0.8
C[C@@H]1C=C[C@](Cc2ccccc2)(C(=O)NCC2CC2)N1C(=O)c1ccccc1	6%	9%	14%	-3	-26%	-1.9	-33	3%	-0.7
CC(C)COP(=O)(CNC(=O)CN1C(=O)c2ccccc2S1(=O)=O)OCC(C)C	-2%	5%	-8%	-1	-24%	2.8	8	-5%	0.8
O=C(CC(C(=O)O)c1cccc(Cl)c1)c1ccccc1 (configuration not stated)	0%	7%	-5%	0	-21%	-1.3	3	1%	0.9
NC(=O)c1sc2nc3c(c(-c4ccc(Cl)cc4)c2c1N)CCCC3	2%	?	7%	8	-20%	-0.1	2	-2%	-0.8
CN(C)S(=O)(=O)c1cccc(NC(=O)CCc2nc3sc4c(c3c(=O)[nH]2)CCCC4)c1	4%	-6%	23%	-5	-21%	0.4	-12	18%	1.3
COc1ccccc1Oc1ccc(NC(=O)Cc2ccccc2)cc1	-7%	16%	24%	·	-18%	·	·	60%[activator]	·
CCCn1c(N)c(C(=S)NC(=O)C2CC2)c(=O)n(C)c1=O	-14%	-7%	?	-10	-11%	-0.4	8	-6%	-0.9
CN(C)c1cccc(C(=O)N/N=C/c2ccoc2)c1	6%[57.1 µM]	4%	7%[57.1 µM]	·	-18%	·	·	-1%	·
O=S(=O)(c1ccc(F)cc1)N1CCC(O)(c2ccc3c(c2)OCO3)CC1	3%	-1%	22%	-3	-5%	-1.0	1	4%	-0.3
COCCn1c(-c2cc(OC)c(OC)c(OC)c2)nc2oc3ccccc3c(=O)c2c1=O	6%	11%	16%	0	-17%	0.7	-18	-5%	0.4
Cc1ccc(NC(=O)CSCC(=O)Nc2cc(C(F)(F)F)ccc2N2CCOCC2)cc1	-11%	11%	3%	-1	-21%	1.8	16	8%	0.0
